KDM4E inh – blocks human JMJD2E demethylase activity; JMJD2E catalytic domain, FDH-coupled NADH fluorescence (FDH is formaldehyde dehydrogenase); 1.6% of 230,000 active; AID 2147; Potency, µM (top dose mostly 57.1 µM), inactives show top-dose activity change, negative = inhibition, usual class: inhibitors; active = well fitted inhibition curve with a large enough effect, not every such curve was filed as active; inconclusive = small, poorly fitted or top-dose-only effect, or another doubt; inactive = no such curve, though single readings can be large or run the other way;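 note: 0% = wells with enzyme and -100% = buffer wells without enzyme; nearly all actives have a fitted effect of over 50% in size; many of its hits are not listed in these tables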
GoLoco inh red – inhibitors of human Gai1-RGS12 GoLoco interaction (red fluorophore); P63096; Potency, µM (doses to about 61.6 µM), for the others: at the top dose activity, negative = inhibition, usual class: inhibitors; AID 880; Gai1:RGS12 GoLoco peptide FP, rhodamine, 10 min; 0.44% of 230,000 active; active = well fitted inhibition curve with a large enough effect, not every such curve was filed as active; inactive = no such curve, though single readings can be large or run the other way; note: % is set by controls: 0 for no effect and ±100 for the full control effect; nearly all actives have a fitted effect of over 30% in size; many of its hits are not listed in these tables
Target sequence (P63096 whole entry, looked up): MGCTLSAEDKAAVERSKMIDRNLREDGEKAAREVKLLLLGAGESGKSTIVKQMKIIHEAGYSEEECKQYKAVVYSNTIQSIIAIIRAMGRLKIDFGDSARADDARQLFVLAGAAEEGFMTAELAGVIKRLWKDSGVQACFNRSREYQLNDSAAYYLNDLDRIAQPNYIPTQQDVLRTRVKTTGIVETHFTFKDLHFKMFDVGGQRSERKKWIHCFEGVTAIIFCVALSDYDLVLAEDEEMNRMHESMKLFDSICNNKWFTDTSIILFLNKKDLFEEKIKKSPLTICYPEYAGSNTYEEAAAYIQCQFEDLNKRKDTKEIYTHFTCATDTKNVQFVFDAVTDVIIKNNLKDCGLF
SMN2 splice up – enhancers of SMN2 splice variant expression. HEK293 SMN2-luciferase splicing reporter, luminescence, 30-36 h. Potency, µM (doses to about 46.1 µM), inactives show top-dose activity change, positive = activation, hits mostly activators. 2.8% of 210,000 active. AID 1458; note: % of control where 0% means no effect; nearly all actives have a fitted effect of over 55% in size
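qHTS luciferase splicing reporter: luminescence rises when SMN2 exon 7 is included in transfected HEK293 cells. Compound exposure lasted 30-36 h at 37C, with 4.5 mM final sodium butyrate as control, followed by a ONE-Glo read.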
TRb SRC2 PPI – TRbeta-SRC2 interaction inhibition; Potency, µM (titrated, usually from 106 µM), inactives show at the highest dose activity change, negative = inhibition, hits mostly inhibitors; TRbeta-SRC2 peptide binding, fluorescence polarization; receptor liganded with 1 µM T3; 0.065% of 280,000 active;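 note: plate controls were bound peptide for no effect and peptide without receptor for full effect; nearly all actives have a fitted effect of over 50% in size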
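Assay buffer: 20 mM Tris-HCl, 100 mM NaCl, 10% glycerol, 1 mM EDTA, 0.01% NP-40, 1 mM DTT, 1 uM T3, 5% DMSO; TRb LBD 0.6 uM, Texas Red SRC2 20 nM; FP after 5 hr.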
TexasRed fluor – alters Texas Red total fluorescence, flagging assay interference | TRb/SRC2 Texas Red total fluorescence interference | AID 1479 | 0.29% of 280,000 active | Potency, µM (doses to about 106 µM), inactives show at the highest dose fluorescence change, negative = quenching; active = well fitted curve in either direction with a large enough effect; inconclusive = small, poorly fitted or top-dose-only effect; note: % is set by controls: 0 for no effect and ±100 for the full control effect
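Flags fluorescent or light-absorbing compounds by total fluorescence, S + 2P, at 555 nm excitation and 632 nm emission. Mixture: 20 nM Texas Red SRC2 peptide, 0.6 uM human TRb LBD, 1 uM T3, 5% DMSO; compound exposure 5 h at ambient temperature.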
Lamin A splicing – modulators of lamin A splicing; HeLa LMNA splicing GFP/RFP minigene ratio, 48 h; Potency, µM (top dose mostly 46.1 µM), without a hit: at the highest dose ratio change, negative = inhibition, hits mostly inhibitors; 0.01% of 200,000 active; active = well fitted inhibition curve with a large enough effect in the signal ratio, with a control signal flat, not every such curve was filed as active; inconclusive = small, poorly fitted or top-dose-only effect, or effect the other way, or a change in a side signal; the % refers to the signal ratio; note: % is set by controls: 0 for no effect and ±100 for the full control effect
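S3 HeLa cells stably expressing lamin A-EGFP splicing minigene plus DsRed2, 600 cells/well, 48 h compound exposure at 37C. Laser-scanning cytometry; analysed as GFP (500-530 nm)/RFP (575-640 nm) total intensity ratio; 0.5% DMSO vehicle.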
RECQ1 inh – RECQ1 (human) helicase inhibition; Potency, µM (series often up to 57.3 µM), inactives show at the highest dose activity, negative = inhibition, actives largely listed as inhibitors; 0.54% of 240,000 active; RECQ1 DNA unwinding, red fluorescence kinetic read; P46063;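 note: plate controls were vehicle for no effect and no enzyme for full effect; nearly all actives have a fitted effect of over 30% in size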
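RECQ1T1 50 nM; forked duplex (20 bp + 30-nt ss tails) 200 nM, ATP 2 mM final; pH 8.0, 2 mM MgCl2, 2.5 ug/ml poly(dI-dC); 15 min compound preincubation; discontinuous kinetic read over 2 h at RT.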
ALDH1A1 block – blocks purified human ALDH1A1 activity; 7.3% of 220,000 active; Potency, µM (titrated, usually from 75.3 µM), inactives show top-dose activity, negative = inhibition, actives largely listed as inhibitors; Purified ALDH1A1, NADH fluorescence, propionaldehyde substrate; AID 1030; P00352; active = well fitted inhibition curve with a large enough effect, not every such curve was filed as active; inconclusive = small, poorly fitted or top-dose-only effect, or another doubt; inactive = no such curve, though single readings can be large or run the other way;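 note: plate controls were no enzyme wells and a reference inhibitor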
Target sequence (P00352 whole entry, looked up): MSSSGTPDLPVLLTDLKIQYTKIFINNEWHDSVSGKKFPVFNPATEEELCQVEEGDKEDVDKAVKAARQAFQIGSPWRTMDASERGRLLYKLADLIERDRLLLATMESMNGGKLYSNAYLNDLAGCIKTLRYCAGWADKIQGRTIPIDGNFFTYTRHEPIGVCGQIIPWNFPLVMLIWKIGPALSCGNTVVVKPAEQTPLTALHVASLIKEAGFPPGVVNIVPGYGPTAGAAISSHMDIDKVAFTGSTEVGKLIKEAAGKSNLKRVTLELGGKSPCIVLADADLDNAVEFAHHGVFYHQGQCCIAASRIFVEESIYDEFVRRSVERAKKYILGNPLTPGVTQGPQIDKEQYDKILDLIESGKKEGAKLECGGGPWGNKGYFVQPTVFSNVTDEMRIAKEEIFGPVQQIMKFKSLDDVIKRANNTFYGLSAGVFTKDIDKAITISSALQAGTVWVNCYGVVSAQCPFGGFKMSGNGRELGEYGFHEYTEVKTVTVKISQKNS
* = called active by the depositor; i = inactive; ? = inconclusive; . = no result given; & = joins results of further samples; [ ] = dose if it differs, or a comment. Unless noted, calls come from the whole dose curve; as a rule, active = well fitted curve in the direction sought with a large enough effect; inconclusive = small, poorly fitted or top-dose-only effect, or another doubt; inactive = no such curve, though single readings can be large; an effect the other way counts as inactive or inconclusive. Potency is the fitted concentration of half-maximal effect. These rows are one share of the data; rates above refer to the full screens.

SMILES | KDM4E inh | GoLoco inh red | SMN2 splice up | TRb SRC2 PPI | TexasRed fluor | Lamin A splicing | RECQ1 inh | ALDH1A1 block
CCN1CCN(c2ccc(NC(=O)c3ccc4c(c3)[nH]c(=O)n4Cc3ccc(OC)cc3)cc2)CC1 | -9% | -6% | -8% | -4% | -5% | -19% | -14% | -4%
O=C(Nc1nc2ccccc2n1CCN1CCCCC1)c1ccco1 | -4% | -3% | 8% | 5% | 2% | -2% | -14% | 7%
COC(C[C@H]1O[C@H]1[C@H](O)[C@H](C)OCc1ccccc1)OC | 7% | 8% | . | 2% | 1% | . | i | .
CCOC(=O)c1cnc(SCC(=O)Nc2cccc(OC)c2)nc1N | 0% | 4% | 13% | -7% | -2% | ? | -6% | ?
CN(C)c1ccc2c3c(ccc(N(C)C)c13)C(=O)OC2 | -10% | 0% | . | 3% | -3% | . | -16% | .
CCOC(=O)c1nnc(-c2ccccc2)nc1NCc1ccc(Cl)cc1 | -1% | 8% | -3% | 2% | -2% | 4% | i | ?
CCCC(=O)Nc1ccc2oc(-c3cncc(Br)c3)nc2c1 | -5% | 6% | 4.5µM* | 6% | -4% | . | 13% | 23%
CCC(=O)Nc1ccc(C(=O)Cn2nc(C(=O)O)c3ccccc3c2=O)cc1 | -9% | 4% | 27% | -3% | -7% | 6% | -6% | 13%
FC(F)(F)c1cnc(N2CCN(C(=S)NCc3ccccc3)CC2)c(Cl)c1 | ? | 4% | . | 3% | -3% | . | -19% | 1%
COc1nnc(OC)c2ccccc12 | 5% | -4% | -3% | 15% | 2% | -2% | -3% | 16%
COc1cccc(OC)c1OCCCCN1CCCC1 | -13% | 2% | -9% | -4% | 0% | 4% | -8% | ?
CCN(CC)S(=O)(=O)c1cccc(-c2nnc(SCC(=O)c3cc(C)n(C)c3C)o2)c1 | ? | -9% | -33%[inhibitor] | -3% | 5% | 2% | -4% | ?
CCCS(=O)(=O)NCCc1cc2c(OC)ccc(OC)c2[nH]c1=O | -6% | -8% | -3% | 0% | 0% | 10% | -6% | ?
CCC(=O)Nc1ccc(NC(=S)NC(=O)c2oc3ccccc3c2C)cc1 | 1% | 6% | 9% | 5% | -3% | -8% | 9% | 1%
CS(=O)(=O)N(CC(N)=O)c1cccc(Br)c1 | 1% | -4% | 1% | -4% | -6% | -7% | -4% | 11%
O=C(C1CCC(=O)N1Cc1cccnc1)N1CCN(c2ccc(F)cc2)CC1 (configuration not stated) | 2% | -4% | 2% | 3% | -5% | 1% | -6% | -2%
COc1cccc(Cn2c(=S)[nH]c3ccc(N4CCOCC4)cc3c2=O)c1 | ? | -5% | 2% | 1% | -4% | 14% | -18% | ?
Cc1cccc(C)c1-n1c(C)nn(CC2CC2)c1=O | 1% | 3% | -11% | 4% | 0% | ? | i | 2%
O=C(CN1C(=O)c2ccccc2C1=O)NNC1=NS(=O)(=O)c2ccccc21 | -4% | 0% | 22% | -7% | -2% | -4% | -3% | 1%
Cc1ccccc1C(=O)NC1CC(C)(C)NC(C)(C)C1 | 7% | 9% | 30% | 1% | 1% | -7% | i | -1%
C=CCn1c(=N)c(C(=O)NCCCOC)cc2c(=O)n3cc(C)ccc3nc21 | ? | -1% | 12% | 1% | 3% | 4% | i | ?
CCN(CC)C(=O)Cn1c(=O)n(-c2ccc(CC(=O)NCc3ccccc3)cc2)c(=O)c2sccc21 | 15% | -4% | -8% | -2% | 0% | . | 10% | 12%
COC(=O)c1cc(OC)c(OC)cc1NC(=O)C1CCC(=O)N1S(=O)(=O)c1ccc(C)cc1 (configuration not stated) | ? | 8% | ? | -2% | 0% | -4% | -3% | -4%
Cc1oc(-c2ccc(Cl)cc2)nc1CN1CCC(C(=O)NCc2cccnc2)CC1 | -3% | -5% | -12% | -14% | 0% | 4% | -7% | -2%
c1ccc2c(-n3cccn3)cccc2c1 | 1% | 7% | -4% | 8% | 0% | 6% | -6% | 5%
O=C(COc1cccc(-n2cnnn2)c1)NC1CCCCC1 | -4% | -1% | -4% | -7% | -2% | -2%[46 µM] | i | -2%
COc1ccc(CC(=O)OCC(=O)Nc2c(C)n(C)n(-c3ccccc3)c2=O)cc1 | 1% | 10% | -2% | -5% | -1% | 5% | -19% | 0%
O=C(CSc1nc2c(sc3ccccc32)c(=O)n1Cc1ccco1)NCC1CCCO1 (configuration not stated) | ? | -5% | -52%[inhibitor] | 3% | -6% | 3% | -17% | 18µM*
Cc1cc2cc(CNC(=O)CC(C)C)ccc2n1C | -9% | -1% | -20% | 6% | 1% | 6% | -5% | 1%
Cn1ccc(C(=O)Oc2ccc(C(=O)Nc3ccc(F)cc3F)cc2)n1 | 8% | -3% | ? | -5% | -1% | . | i | 8%

Single records, from the list above. Order of screens: KDM4E inh	GoLoco inh red	SMN2 splice up	TRb SRC2 PPI	TexasRed fluor	Lamin A splicing	RECQ1 inh	ALDH1A1 block
`C=CCn1c(=N)c(C(=O)NCCCOC)cc2c(=O)n3cc(C)ccc3nc21` as listed: ?	-1%	12%	1%	3%	4%	i	?
`COc1cccc(Cn2c(=S)[nH]c3ccc(N4CCOCC4)cc3c2=O)c1` as listed: ?	-5%	2%	1%	-4%	14%	-18%	?

Continued:
SMILES | KDM4E inh | GoLoco inh red | SMN2 splice up | TRb SRC2 PPI | TexasRed fluor | Lamin A splicing | RECQ1 inh | ALDH1A1 block
CCNC(=O)CN(c1ccc(Cl)cc1)S(=O)(=O)c1ccccc1 | 8% | -9% | 3% | -21% | -2% | -4% | -10% | 8%
O=C(CCc1nc2ccccc2c(=O)[nH]1)NCc1ccco1 | -1% | 6% | 2% | 4% | -1% | ? | i | 3%
Cn1c(=O)[nH]c(=O)c2c1nc(N1CCCCC1)n2C/C=N/NC(=O)c1cc(Br)ccc1O | -20% | 2% | . | -5% | -3% | . | 15% | .
CCOC(=O)c1[nH]c(C)c(C(=O)N(C)Cc2ccccc2)c1C | -1% | -1% | 0% | 5% | 2% | 7% | -5% | ?
CC(OC(=O)C1=COCCO1)C(=O)Nc1ccc(Oc2ccccc2)cc1 (configuration not stated) | 0% | 8% | -4% | -9% | 1% | 4% | i | 4%
Cc1ccc(-c2ccnc(-c3ccc(O)cc3)n2)cc1 | -6% | 0% | 19% | 0% | -4% | -16%[46 µM] | -14% | 3%
CCCN1CCC(=O)N([C@H](CSc2ccc(Br)cc2)Cc2ccccc2)CC1 | 0% | -7% | . | 5% | -3% | . | 1% | .
COc1ccc(NC(=O)CCC(=O)c2cccs2)cc1S(=O)(=O)Nc1ccc(Cl)cc1 | -2% | -7% | 1% | -2% | -6% | ? | -14% | -1%
COc1ccc(N2CCN(C(=O)Cc3nn(C)c(=O)c4ccccc34)CC2)cc1 | 0% | -14% | -42%[inhibitor] | -4% | -1% | ? | 14% | -5%
O=C(Nc1nnc(COc2ccccc2)s1)c1ccco1 | 3% | -21% | 19% | -3% | -3% | -1% | 4% | ?
Cc1cc(C)n(-c2ccc(C(=O)OCn3nnc4ccccc4c3=O)cc2)n1 | 4% | 0% | -6% | -9% | -4% | 3% | -1% | 1%
CN1CCN(C(=O)CSc2nc3ccc(NC(=O)c4ccccc4F)cc3s2)CC1 | 2% | 6% | . | 4% | -1% | . | -3% | .
CCOc1cc(/C=N/NC(=O)c2cccnc2)ccc1O | 0% | 0% | . | 2% | -2% | . | -7% | .
COc1ccc2oc(-c3ccc(C)c(NC(=O)CSc4ccc(Cl)cc4)c3)nc2c1 | ? | -1% | 4%&-2% | -5%&2% | -3%&-1% | 9% | -6% | ?
CCN(CC)CCNC(CC(=O)Nc1ccc(Cl)cc1Cl)C(=O)O (configuration not stated) | 1% | 1% | -23% | 2% | -7% | 4% | 0% | 7.1µM*
CC(=O)C1=C(C)N2CCN=C2S1 | -6% | 2% | . | -4% | -2% | . | -2% | .
COc1ccccc1NC(=O)C1=C(C)NC(=O)NC1c1ccccc1[N+](=O)[O-] (configuration not stated) | ? | -19% | 9% | -5% | -3% | 14%[46 µM] | -5% | ?
CCOc1ccccc1N(CC(=O)Nc1ccc(C)cc1)S(C)(=O)=O | -4% | -6% | -28% | 1% | -4% | -4% | -5% | 9%
Cc1[nH]nc(SCC(=O)N2CCCCC2)c1[N+](=O)[O-] | 3% | 9% | . | 2% | 0% | 4% | i | ?
Cc1cccc(OCCCC(=O)NC(C)C)c1 | 1% | 3% | ? | -5% | -2% | 1% | -4% | 3%
O=C(CN1CCN(CCC(=O)Nc2ccccc2F)CC1)Nc1ccc(Cl)cc1 | 1% | -26% | -12% | -27% | -1% | ? | 6% | -8%
Cc1ccc(C)c(-n2c(=O)c(C#N)cc3c(=O)n4ccccc4nc32)c1 | ? | 15% | -19% | -1% | -3% | . | i | ?
CNC(=O)c1ccccc1Sc1ccccc1CO | -2% | 6% | . | -2% | 0% | . | -2% | .
O=C(NC1CCCC1)C(c1ccccn1)N(C(=O)c1csnn1)C1CC1 (configuration not stated) | -4% | -14% | -1% | -2% | -1% | 0% | 0% | 8%
CNC(=O)c1cc2cc(Br)ccc2s1 | -4% | 12% | -13% | -1% | -5% | 5%[46 µM] | -9% | -2%
COc1ccc(NC(=O)COC(=O)COc2cccc(Br)c2)cc1OC | 8% | 6% | -1% | 1% | -3% | -5%[9.22 µM] | 0% | 6%
NC(=O)C[C@H]1NC(=O)[C@H](CCC(=O)O)NC(=O)c2cc([N+](=O)[O-])cc(I)c2NCCC[C@@H](C(N)=O)NC1=O | -6% | 5% | -7% | -8% | -3% | -7% | -11% | -6%
Cc1cc(-c2nnc(SCC(=O)c3ccc(F)cc3)o2)no1 | -3% | 16% | 5% | -5% | -1% | -5% | -5% | 4%
O=C(Nn1cnnc1)c1ccccc1-c1ccccc1 | 6% | 6% | -7% | 0% | 0% | 5% | -5% | 14%
O=C(CSc1ncc(C(F)(F)F)cc1Cl)NCC1CCCO1 (configuration not stated) | -10% | 1% | . | -4% | 0% | . | -2% | .
COC(=O)C12CCC3(SCCS3)C(C(=O)OC)(CCC13SCCS3)C2 | -1% | 8% | -9% | 3% | -3% | ? | -1% | 11%

From PubChem BioAssay
